# Bioassay records (PubChem)
# Myeloid diff 2: compounds promoting myeloid differentiation; ER-HoxA9 myeloid progenitors, lysozyme-GFP differentiation, flow cytometry; calls only at 10 µM; actives 1% (n = 360,000); AID 624256;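 active means normalized GFP-positive differentiation at or above the plate's own cutoff, the solvent-only control mean plus 3 SD; inconclusive means no clear call, values can overlap the other calls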;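 further: cells exposed to compound for four days before flow analysis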
# Myeloid diff 2 GFP+ MAC1+ %: also measured in Myeloid diff 2; calls as there; GFP+ MAC1+ double positive, %; measured here: differentiation confirmed by MAC1 staining
# * marks the source's active call; other numbers are inactive results; i = inactive; ? = inconclusive; / = not tested or not shown. These rows are one share of the data; rates above refer to the full screens.
SMILES	Myeloid diff 2	Myeloid diff 2 GFP+ MAC1+ %
Cc1ccc(C)c(SCC(=O)NC2CCS(=O)(=O)C2)c1 (stereo not given)	i	0.6
COC(=O)C[C@H]1c2cc(F)ccc2S(=O)(=O)N1C(C)C	i	2.6
O=C(Nc1ccc(Cl)cc1)C1CCCCN1S(=O)(=O)c1ccccc1 (stereo not given)	i	0.5
C[C@@]12C(=O)Nc3cc(F)ccc3C(=O)N1[C@H]1c3cc(Br)ccc3OC[C@@H]1[C@@H]2c1ccccc1	i	0.8
OC(COc1ccccc1)CN1CCN(c2ccccc2)CC1 (stereo not given)	i	0.9
COC(=O)c1cc(C(=O)OCC(=O)NCc2cccs2)cc([N+](=O)[O-])c1	i	1.1
O=[N+]([O-])c1ccc(NN=Cc2cccc3ccccc23)nc1	i	0.6
O=C(CCS(=O)(=O)c1ccccc1)Nc1nc(-c2ccccn2)cs1	i	3.2
COc1cccc(NC(=O)c2ccccc2NC(=O)c2ccncc2)c1	i	0.4
Cc1ccc(C)c(OCC(=O)Nc2ccc(N3CCOCC3)cc2N2CCOCC2)c1	i	0.8
COc1ccc(C(=O)OCC(=O)N2C(C)CCCC2C)cc1S(=O)(=O)N1CCOCC1 (stereo not given)	i	1.3
CC(=O)Nc1c(Br)cc2c(c1Br)Cc1cc([N+](=O)[O-])ccc1-2	i	0.7
Cc1ccc(S(=O)(=O)N2C[C@H]3C(=O)C[C@@H](c4ccccc4)N(S(=O)(=O)c4ccc(C)cc4)[C@H]3C[C@H]2c2ccc(Cl)cc2)cc1	i	1.5
O=c1[nH]c2ccccc2nc1-c1nnnn1C1CCCC1	i	0.8
CCCN(CC(=O)Nc1ccc(F)c(F)c1F)C(=O)c1cc(S(=O)(=O)N(C)C)ccc1N1CCCC1	i	0.4
COc1ccccc1NS(=O)(=O)c1ccc(C(=O)NCc2ccc(S(N)(=O)=O)cc2)cc1	i	0.6
CC(=O)Nc1ccc(CN(C)c2c(C)nc3ccc(C(=O)N4CCN(c5ccccc5)CC4)cn23)cc1	i	1.3
NC(=S)c1csc(CCNC(=O)c2ccccc2)n1	i	1.2
CC(=O)Nc1ccc(C(=O)OCC(=O)N2CCN(C(=O)c3ccco3)CC2)cc1	i	1.5
CC(=O)N1CCN(S(=O)(=O)c2cccc(C(=O)NCc3ccc(F)cc3)c2)CC1	i	0.8
CCOc1ccc(CCNC(=O)COC(=O)C2CCN(S(=O)(=O)c3ccccc3)CC2)cc1OCC	i	0.7
O=C(CSc1nnc(C2CC2)n1-c1ccccc1)N1CCNC1=O	i	0.8
CN1CCN(C(=O)CCn2c(=S)[nH]c3ccccc3c2=O)CC1	i	2.0
COc1ccc(CCNC(=O)c2cc(-c3ccccn3)nc3ccccc23)cc1	i	1.2
CC(C)(O)CC[C@@H](O)[C@](C)(O)C1CC[C@@]2(O)C3=CC(=O)[C@]4(O)C[C@@H](O)[C@@H](O)C[C@]4(C)C3CC[C@]12C (stereo not given in full)	i	1.1
O=C(c1cccs1)N1CCN(C(=O)c2cn(-c3ccccc3)nc2-c2ccccc2)CC1	?	/
COc1ccc(C(=O)OCC(=O)N2CCN(C(=O)c3ccco3)CC2)cc1OC	i	1.0
C=CCn1c(C)cc(C(=O)CSc2nnc3n(CCC)c(=O)c4ccccc4n23)c1C	i	0.3
O=C(C[C@@H]1CC[C@@H]2[C@H](COC[C@H](O)CN2CCC(F)(F)F)O1)NCc1ccc2c(c1)OCO2	i	1.1
Cn1cc(/C=C(\NC(=O)c2ccccc2)C(=O)NCCCn2ccnc2)c2ccccc21	i	0.6
COc1ccc2cc(C3CC=C(CO)CN3S(=O)(=O)c3ccccc3[N+](=O)[O-])n(C(=O)OC(C)(C)C)c2c1 (stereo not given)	i	1.8
CC(C)(C)c1ccc(S(=O)(=O)NC(=O)C2(C)CCN2C(=O)C2CC2)cc1 (stereo not given)	i	1.1
Cc1ccc(NC(=O)CCNC(=O)c2ccccc2Cl)cc1S(=O)(=O)N1CCCCCC1	i	0.5
CC(C)CCNC(=O)[C@@H](Cc1ccccc1)NC(=O)CC[C@H]1O[C@@H](n2ccc(=O)[nH]c2=O)[C@H](O)[C@@H]1O	i	0.3
Cc1ccc(S(=O)(=O)N2CCN(C(=O)CN3C(=O)c4ccc([N+](=O)[O-])cc4C3=O)CC2)cc1C	i	0.2
CCn1c(=O)c2c3c(sc2n2c(SCc4ccc(F)cc4)nnc12)CCCC3	i	0.6
NS(=O)(=O)c1ccc(NC(=O)COC(=O)C2CC2)cc1	i	2.1
Cc1ccc(S(=O)(=O)N(C)C[C@H]2Oc3cc(Br)ccc3S(=O)(=O)N([C@H](C)CO)C[C@H]2C)cc1	i	1.4
CCN(CC)C(=O)c1cccc(-c2csc(C(O)c3ccc(F)cc3)n2)c1 (stereo not given)	i	0.5
CNC[C@H]1Oc2cc(Br)ccc2S(=O)(=O)N([C@@H](C)CO)C[C@H]1C	i	0.3
O=C(c1ccco1)N1CCC2CC1c1c(Cl)cccc12 (stereo not given)	i	0.8
COC(=O)c1nc[nH]c1[N+](=O)[O-]	i	1.3
COc1cc(OC)cc(-c2c(C#Cc3ccsc3)c3cc(-c4ccc(SC)cc4)ccc3n2C)c1	i	1.1
CC(C)(C)OC(=O)N1CCC(NC(=O)c2nc[nH]c2C(=O)NC2CCN(C(=O)OC(C)(C)C)CC2)CC1	i	1.3
CCOC(=O)C1=C(C)N=c2sc(=Cc3ccc(OCC(=O)O)cc3)c(=O)n2C1c1ccc(Cl)cc1 (stereo not given)	i	0.3
Cc1cc(=O)[nH]c2sc(C(=O)N3c4ccccc4CC3C)c(N)c12 (stereo not given)	i	0.8
CC1(c2nnnn2-c2ccc3c(c2)OCCO3)CCC(=O)N1CCCN1CCOCC1 (stereo not given)	i	0.3
Cc1nn(CC(=O)N(C)C2CCC(C)CC2)c(C)c1S(=O)(=O)N(C)C (stereo not given)	i	0.7
Cc1noc(NS(=O)(=O)c2ccc(NC(=O)COc3ccc(C#N)cc3)cc2)c1C	i	0.5
CC(C)CC1C(=O)N(Cc2cn(Cc3ccco3)nn2)CCS(=O)(=O)N1Cc1ccc(-c2ccc(F)nc2)cc1 (stereo not given)	i	0.8
CC1CCC(NC(=O)Cn2cnc3sccc3c2=O)CC1 (stereo not given)	i	0.1
CCOC(=O)C1CCN(C(=O)COC(=O)CSc2ccccc2C)CC1	i	1.3
COC[C@H](NS(=O)(=O)c1ccc(Br)cc1F)[C@@H](O)c1ccccc1	i	1.0
O=C(O)c1cnc2ccc(Cl)cc2n1	i	2.1
COc1cc(NC(=O)c2cc(=O)[nH]c3ccc(S(=O)(=O)N4CCOCC4)cc23)cc(OC)c1	i	0.5
O=C(Nc1cccc(S(=O)(=O)NC2=NCCC2)c1)c1ccc(=O)[nH]c1	i	1.4
C[C@H](CO)N1C[C@H](C)[C@H](CN(C)C(=O)Nc2ccc(F)cc2)Oc2ccc(NC(=O)NC3CCCCC3)cc2CC1=O	i	1.4
O=C1c2ccccc2NC(c2ccc(Br)o2)N1O (stereo not given)	i	1.4
Cn1c(=O)c2[nH]c(NN=Cc3ccccc3)nc2n(C)c1=O	i	0.5
CN(C(=O)c1cccc(NC(=O)Cc2cccc(NC(=O)C3CCCN(C(=O)C4CCCC4)C3)c2)c1)C1CC1 (stereo not given)	i	0.3

# Further compounds.
SMILES	Myeloid diff 2	Myeloid diff 2 GFP+ MAC1+ %
CC(C)COC(=O)N(C)C[C@H]1OCc2cnnn2CCCC(=O)N([C@H](C)CO)C[C@H]1C	i	0.0
CC(=O)Nc1ccc(NC(=O)CC2(CC(=O)N3CCOCC3)CCCC2)cc1	i	0.7
CC(=O)Nc1ccc(SCC(=O)NC(=O)c2ccc(S(=O)(=O)N(C)C)cc2)cc1	i	0.4
Clc1nnc2c3ccccc3ccn12	i	0.4
C[C@H]1CN([C@@H](C)CO)C(=O)CCCn2nncc2CO[C@H]1CN(C)C(=O)Nc1ccccc1	i	3.6
C#CCOCCOCCOCCNc1nc(N2CCN(C(=O)Cn3cc(CC(C)O)nn3)CC2)nc(N2CCN(C(=O)[C@H]([C@@H](C)CC)n3cc(CCCCN)nn3)CC2)n1 (stereo not given in full)	i	0.7
CCOc1ccc(C=NN2CCCCCC2)cc1OCC	i	1.0
COc1ccc(OC)c(CN2C(=O)CN(S(C)(=O)=O)CC2(C)C(=O)Nc2c(C)cccc2C)c1 (stereo not given)	i	2.4
COCCNC(=O)c1cc(S(=O)(=O)N2CCC3(CC2)OCCO3)ccc1F	i	1.0
Cc1cccc(C(=O)NCC(=O)N2CCN(S(=O)(=O)c3ccc4c(c3)OCCO4)CC2)c1	i	0.7
CC(C)CCC1(CCO)C(=O)N=C(N)NC1=O (stereo not given)	i	0.6
Cc1cc(C)nc(NS(=O)(=O)c2ccc(NCN3C(=O)c4ccccc4C3=O)cc2)n1	i	2.4
CCC(c1nnnn1-c1ccc2c(c1)OCCO2)N1CCN(C(C)=O)CC1 (stereo not given)	i	0.8
O=C(Cc1ccccc1)OCC(=O)c1cccc([N+](=O)[O-])c1	i	1.0
C[C@H](CO)N1C[C@H](C)[C@@H](CN(C)Cc2ccncc2)OCc2cnnn2CCCC1=O	i	1.1
CCOc1ccc(Cl)cc1-c1cc(C(=O)NC(C)C)[nH]n1	i	0.6
COc1cc(-c2noc(C)c2C(=O)NCCCN2CCOCC2)cc(OC)c1OC	i	2.4
CC(=O)N/C(=C/c1ccc2c(c1)OCO2)C(=O)NC(Cc1ccccc1)C(=O)O (stereo not given)	i	0.8
O=C(CSc1nnc(Nc2ccccc2)s1)NC1CCS(=O)(=O)C1 (stereo not given)	i	1.1
COc1cccc(-c2nc(SC)nc3sc(C(=O)NC(C)(C)C)c(N)c23)c1	i	1.7
CC(=O)c1ccc(N2CCN(C(=O)C3CCN(S(=O)(=O)c4ccc(F)cc4)CC3)CC2)cc1	i	0.3
C[C@@H]1CN([C@@H](C)CO)C(=O)CCCn2cc(nn2)CO[C@H]1CN(C)S(=O)(=O)c1ccccc1F	i	0.7
CCCCNC(=O)c1nc(C2CCN(S(=O)(=O)c3ccc(C(F)(F)F)cc3)CC2)oc1-c1ccccc1	i	3.2
CN1OC[C@@H]2CN(C(=O)C(C)(C)C)[C@H](c3cccc(N4CCOCC4)c3)C[C@@H]21	i	0.2
CCC(c1nc2ccccc2[nH]1)n1c(-c2ccc3ccccc3c2)nc2ccccc21 (stereo not given)	i	2.5
Oc1ccc(C[C@H]2CN([C@@H](Cc3ccc(O)cc3)CN3CCC[C@@H]3CN3C(=S)NC[C@@H]3Cc3ccccc3)C(=S)N2CCc2ccccc2)cc1	i	1.2
CN(C)c1ccc(CC(=O)N2CCCC(c3cc(C(=O)Nc4ccc(C(C)(C)C)cc4)no3)C2)cc1 (stereo not given)	i	0.9
CCCCn1c(N)c(N(CCOC)C(=O)c2ccc(N3C(=O)c4ccccc4C3=O)cc2)c(=O)[nH]c1=O	i	0.5
COc1ccc(C(CNS(=O)(=O)c2cccc(F)c2)N2CCCC2)cc1 (stereo not given)	i	0.3
O=C(c1ccc(Cl)cc1)C1CCN(C(=S)Nc2ccccc2)CC1	i	0.4
Cc1ccc([C@H]2C[C@@H](n3cc(COC(=O)c4ccccc4)nn3)[C@H](O)CN2C(=O)c2cccs2)cc1	i	1.1
COc1ccccc1CNc1nc(Oc2cccc(F)c2)c2sccc2n1	i	0.4
CC1(C(=O)Nc2ccc3c(c2)OCCO3)CN(S(C)(=O)=O)CC(=O)N1CCc1ccccc1 (stereo not given)	i	1.9
COc1cc(/C=C2/SC(=S)N(CC(=O)NNC(=O)c3ccc(F)cc3)C2=O)cc(OC)c1OC	i	0.1
CN(Cc1ccccc1)C(=O)c1ccc(NC(=O)Cc2ccc(NC(=O)C3CCCN(C(=O)C4CCCC4)C3)cc2)cc1 (stereo not given)	i	0.6
Cc1cc(NC(=O)CS(=O)(=O)c2cn(Cc3cccc(C(F)(F)F)c3)c3ccccc23)no1	i	0.5
Cn1c(-c2ccccc2)c(Sc2ccccc2)c2cc(-c3ccc4[nH]ccc4c3)ccc21	i	0.7
Cc1cnc(C=O)c2cccc([N+](=O)[O-])c12	?	/
COc1cc(NC(=O)CN2C(=O)NC(CC(C)C)C2=O)cc(OC)c1OC (stereo not given)	i	0.5
CCN(CC(=O)Nc1c(F)cccc1F)C(=O)c1cccn1C	i	1.6
CN(CC(=O)Nc1ccccc1Br)C(=O)c1sccc1-c1ccccc1	i	0.7
CN(CC(=O)Nc1ccc(OC(F)F)cc1)S(=O)(=O)/C=C/c1ccccc1	i	1.0

# An excerpt from above in order of molecular weight, smallest number first:
SMILES	Myeloid diff 2	Myeloid diff 2 GFP+ MAC1+ %
COc1cc(NC(=O)CN2C(=O)NC(CC(C)C)C2=O)cc(OC)c1OC (stereo not given)	i	0.5
CN1OC[C@@H]2CN(C(=O)C(C)(C)C)[C@H](c3cccc(N4CCOCC4)c3)C[C@@H]21	i	0.2
CN(CC(=O)Nc1ccc(OC(F)F)cc1)S(=O)(=O)/C=C/c1ccccc1	i	1.0
CC1(C(=O)Nc2ccc3c(c2)OCCO3)CN(S(C)(=O)=O)CC(=O)N1CCc1ccccc1 (stereo not given)	i	1.9
COc1cc(/C=C2/SC(=S)N(CC(=O)NNC(=O)c3ccc(F)cc3)C2=O)cc(OC)c1OC	i	0.1
CN(Cc1ccccc1)C(=O)c1ccc(NC(=O)Cc2ccc(NC(=O)C3CCCN(C(=O)C4CCCC4)C3)cc2)cc1 (stereo not given)	i	0.6
